Screening data deposited in PubChem BioAssay by National Center for Advancing Translational Sciences (NCATS).
EPAC2 antagonist: qHTS for Antagonist of cAMP-regulated guanine nucleotide exchange factor 2 (EPAC2): primary screen; 0.18% of 360,000 active; EPAC2 GEF exchange of Rap1B-BODIPY-GDP, fluorescence; Potency, µM (top dose mostly 114 µM), for the others: top-dose activity, negative = inhibition, actives largely listed as inhibitors; also: potency is read from the fitted curve at half-maximal effect; % is scaled to controls: 0 for no effect and ±100 for the full control effect; nearly all actives have a fitted effect of over 45% in size; many of its hits are not listed in these tables
EPAC1 ag: qHTS for Agonist of cAMP-regulated guanine nucleotide exchange factor 3 (EPAC1): primary screen. Rap guanine nucleotide exchange factor 3 (Homo sapiens), O95398. EPAC1 agonist qHTS, biochemical assay; response scale: 100% = response to 6.5 mM cAMP. Potency, µM (series often up to 154 µM), inactives show top-dose activation, actives largely listed as activators. 0.073% of 360,000 active. AID 720707, 2013; also: potency is read from the fitted curve at half-maximal effect; nearly all actives have a fitted effect of over 60% in size
Target sequence (O95398 whole entry, looked up): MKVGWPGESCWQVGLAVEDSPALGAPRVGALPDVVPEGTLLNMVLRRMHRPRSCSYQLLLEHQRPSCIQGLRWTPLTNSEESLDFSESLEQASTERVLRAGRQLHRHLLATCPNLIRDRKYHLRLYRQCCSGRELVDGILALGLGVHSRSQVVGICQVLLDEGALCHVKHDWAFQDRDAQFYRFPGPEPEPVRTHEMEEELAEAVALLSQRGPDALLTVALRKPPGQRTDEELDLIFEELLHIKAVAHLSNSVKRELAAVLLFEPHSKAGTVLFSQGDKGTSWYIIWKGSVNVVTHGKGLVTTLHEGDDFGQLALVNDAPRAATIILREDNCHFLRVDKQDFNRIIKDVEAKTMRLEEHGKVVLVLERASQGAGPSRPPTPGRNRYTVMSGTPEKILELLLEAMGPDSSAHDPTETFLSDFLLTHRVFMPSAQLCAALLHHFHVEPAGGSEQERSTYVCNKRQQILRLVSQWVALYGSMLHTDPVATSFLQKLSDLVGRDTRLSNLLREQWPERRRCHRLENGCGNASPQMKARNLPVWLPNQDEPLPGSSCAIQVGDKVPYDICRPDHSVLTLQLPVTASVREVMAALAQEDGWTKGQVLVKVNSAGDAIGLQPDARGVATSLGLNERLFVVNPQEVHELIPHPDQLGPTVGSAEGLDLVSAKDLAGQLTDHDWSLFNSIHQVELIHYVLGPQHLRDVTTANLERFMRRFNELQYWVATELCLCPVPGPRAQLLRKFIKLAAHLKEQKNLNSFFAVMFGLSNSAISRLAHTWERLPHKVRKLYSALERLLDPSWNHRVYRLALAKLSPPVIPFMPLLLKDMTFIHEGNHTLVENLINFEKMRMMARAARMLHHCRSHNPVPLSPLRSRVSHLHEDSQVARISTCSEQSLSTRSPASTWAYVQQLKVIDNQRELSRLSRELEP
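Compounds were pinned as a concentration titration into mixtures of EPAC1 (100 nM), BODIPY-GDP-loaded Rap1B (250 nM) and GDP (50 uM). After 5 min at room temperature, fluorescence was followed for 30 min; activity was scaled to 6.5 mM cAMP.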
PI5P4Ka inh: qHTS for Inhibitors of phosphatidylinositol 5-phosphate 4-kinase (PI5P4K) | max response, % | 1.2% of 330,000 active | AID 652105, 2013 | PI5P4Kalpha enzyme, ADP-Glo luminescence, 60 min; hits give low values | Phosphatidylinositol 5-phosphate 4-kinase type-2 alpha (Homo sapiens), P48426; active = max response of -50% or lower; inconclusive = between -30% and -50%; inactive = -30% or higher; also: value at the top dose of about 77 µM; % is scaled to controls: 0 for no effect and ±100 for the full control effect
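Controls without substrate or without enzyme flank wells where PI5P4Kalpha converts substrate using 5 microM ATP (final). Incubation lasts 60 minutes at room temperature; ADP formed is read by ADP-Glo luminescence.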
MmCpn inh: Inhibitors of TCP-1 ring complex (TRiC) of Methanococcus maripaludis (MmCpn): qHTS. Chaperonin Mm-Cpn (Methanococcus maripaludis). purified Mm-Cpn ATPase, ADP Transcreener TR-FRET. Potency, µM (highest dose often 76.9 µM), for inactives: top-dose activity, negative = inhibition, most hits filed as inhibitors. 0.031% of 330,000 active; also: potency is read from the fitted curve at half-maximal effect; % is scaled to controls: 0 for no effect and ±100 for the full control effect; nearly all actives have a fitted effect of over 80% in size
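Inhibition of chaperonin ATP hydrolysis is measured as reduced ADP production, detected by competitive TR-FRET in which signal falls with ADP. Final enzyme 25 nM and ATP 10 uM, reacted 30 min at 37°C.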
CCT modulator: High-Throughput Screening for Modulators of Cytosolic Chaperonin Activity. purified chaperonin ATPase assay, HTRF ADP detection, 30 min. activity change, % (test concentration not listed), hits read low. 0.3% of 360,000 active. AID 651819, 2012; in the data active = activity change below about -30%; also: % is scaled to controls: 0 for no effect and ±100 for the full control effect
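First, chaperonin was dispensed at 40 nM or 20 nM final depending on batch activity. Next, compounds were pinned at 76 uM and ATP added at 10 uM. After 30 min at 37 °C, ADP detection reagents ran 30 min at ambient temperature.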
PLK1 PBD block: qHTS for Inhibitors of PLK1-PDB (polo-like kinase 1 - polo-box domain): Primary Screen | Serine/threonine-protein kinase PLK1 (Homo sapiens), P53350 | Plk1 PBD binding of FITC phosphopeptide, fluorescence polarization | Potency, µM, without a hit: max response, negative = inhibition, most hits filed as inhibitors | 2.8% of 360,000 active; also: potency is read from the fitted curve at half-maximal effect; series mostly up to about 57 µM; % is scaled to controls: 0 for no effect and ±100 for the full control effect; nearly all actives have a fitted effect of over 65% in size
WRN helicase inh: qHTS for Inhibitors of WRN Helicase; WRN helicase unwinding, fluorescent forked duplex, kinetic; Potency, µM (series often up to 114 µM), for the others: top-dose activity change, negative = inhibition, most hits filed as inhibitors; 0.46% of 360,000 active; Bifunctional 3'-5' exonuclease/ATP-dependent helicase WRN (Homo sapiens), Q14191; also: potency is read from the fitted curve at half-maximal effect; % is scaled to controls: 0 for no effect and ±100 for the full control effect; nearly all actives have a fitted effect of over 55% in size
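Kinetic fluorescence helicase assay: unwinding of a quenched forked DNA duplex (100 nM final) with 2 mM ATP final raises red fluorescence (525/598 nm). Compounds sat 15 min at room temperature with 20 nM WRN beforehand.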
EPAC1 antag: qHTS for Antagonist of cAMP-regulated guanine nucleotide exchange factor 3 (EPAC1): primary screen | EPAC1 GEF assay, Rap1b-BODIPY-GDP exchange fluorescence | Potency, µM (series often up to 115 µM), for the others: at the top dose activity change, negative = inhibition, most hits filed as inhibitors | 0.14% of 360,000 active | AID 720709, 2013 | Rap guanine nucleotide exchange factor 3 (Homo sapiens), O95398;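 also: potency is read from the fitted curve at half-maximal effect; plate controls were vehicle for no effect and positive control for full effect; nearly all actives have a fitted effect of over 50% in size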
Starred values were filed as active, the others as inactive; [ ] = another dose, or the depositor's remark. Unless noted, calls follow the shape of the dose curve; as a rule, active = well fitted curve in the direction sought with a large enough effect; inconclusive = small, poorly fitted or top-dose-only effect, or another doubt; inactive = no such curve, though single readings can be large; an effect the other way counts as inactive or inconclusive.

Results for Cc1ccc(NC(=O)NC2(C(=O)NCc3ccco3)CCCCC2)cc1 ?
EPAC2 antagonist: -4%; EPAC1 ag: 4%; MmCpn inh: 1%; CCT modulator: -3.3; PLK1 PBD block: 4%; WRN helicase inh: -3%; EPAC1 antag: -4%

What do the screens show for `CCC/C=C/c1ccc(CN2C(CC(C)C)C(=O)N(Cc3cn(CC4CCCCC4)nn3)CCS2(=O)=O)cc1` (stereo not given)?
EPAC2 antagonist: -2%; EPAC1 ag: -24%; PI5P4Ka inh: 14; CCT modulator: -1.7; PLK1 PBD block: -7%; WRN helicase inh: -8%; EPAC1 antag: -21%

How did COCCCN1C(=O)c2ccc(C(=O)Nc3ccccc3Cl)cc2C1=O do in these assays?
EPAC2 antagonist: -9%; EPAC1 ag: -3%; PI5P4Ka inh: 3; MmCpn inh: 1%; CCT modulator: 0.3; PLK1 PBD block: 4%; WRN helicase inh: 5%; EPAC1 antag: 3%

Results for CC1Cc2ccccc2N1CC(=O)c1c(N)n(Cc2ccccc2)c(=O)n(C)c1=O (stereo not given) ?
EPAC2 antagonist: -18%; EPAC1 ag: 4%; PI5P4Ka inh: -5; MmCpn inh: 0%; CCT modulator: -5.0; PLK1 PBD block: -3%; WRN helicase inh: -28%; EPAC1 antag: -29%

How did COc1ccc(OCC(=O)Nc2c3c(nn2-c2ccc(OC)cc2)CS(=O)(=O)C3)cc1 do in these assays?
EPAC2 antagonist: 0%; EPAC1 ag: 1%; PI5P4Ka inh: 8; MmCpn inh: -1%; CCT modulator: -5.6; PLK1 PBD block: -15%; WRN helicase inh: -32%; EPAC1 antag: -4%

What do the screens show for `O=C(COC(=O)[C@@H]1CCCN1C(=O)c1cccs1)NCCc1ccccc1`?
EPAC2 antagonist: 16%[57.1 µM]; EPAC1 ag: -8%; PI5P4Ka inh: 1; MmCpn inh: -1%; CCT modulator: 0.3; PLK1 PBD block: -2%; WRN helicase inh: 11%; EPAC1 antag: 16%

What do the screens show for `CC(=O)Nc1ccc(-c2ccnc3c2CC(C(=O)NCc2cccc(Cl)c2)O3)cc1` (stereo not given)?
EPAC2 antagonist: -10%; EPAC1 ag: 1%; PI5P4Ka inh: 0; CCT modulator: 1.1; PLK1 PBD block: 1%; WRN helicase inh: 1%; EPAC1 antag: 1%

What do the screens show for `Cc1nn(CC(=O)NCc2ccc(C(=O)O)cc2)c(C)c1[N+](=O)[O-]`?
EPAC2 antagonist: 18%; EPAC1 ag: -8%; PI5P4Ka inh: 0; MmCpn inh: -3%; CCT modulator: 4.3; PLK1 PBD block: -8%; WRN helicase inh: -6%; EPAC1 antag: 6%

Results for CCCC(=O)Nc1c2c(nn1-c1ccc(OC)cc1)CS(=O)(=O)C2 ?
EPAC2 antagonist: -1%; EPAC1 ag: 2%; MmCpn inh: 2%; CCT modulator: -1.4; PLK1 PBD block: -9%; WRN helicase inh: -2%; EPAC1 antag: 7%

What do the screens show for `OCc1ccccc1OCCOc1ccc(Cl)c2cccnc12`?
EPAC2 antagonist: -2%; EPAC1 ag: 14%; MmCpn inh: 0%; CCT modulator: -0.8; PLK1 PBD block: -2%; WRN helicase inh: 3%; EPAC1 antag: 0%

Results for O=C(c1ccccc1)c1coc2c1C(=O)c1ccccc1C2=O ?
EPAC2 antagonist: -9%; EPAC1 ag: 6%; PI5P4Ka inh: 5; MmCpn inh: -1%; CCT modulator: 3.9; PLK1 PBD block: -7%; WRN helicase inh: -15%; EPAC1 antag: -5%

How did CCOc1ccccc1C(=O)NCC(=O)OCC(=O)c1c(N)n(C)c(=O)n(C)c1=O do in these assays?
EPAC2 antagonist: 5%; EPAC1 ag: 10%; PI5P4Ka inh: 0; MmCpn inh: 0%; CCT modulator: -3.4; PLK1 PBD block: -3%; WRN helicase inh: -1%; EPAC1 antag: -17%

Results for CCCCCCCC[n+]1cccc(C(=O)N(CC)CC)c1 ?
EPAC2 antagonist: 10%[57.1 µM]; EPAC1 ag: 9%; PI5P4Ka inh: 1; MmCpn inh: -1%; CCT modulator: 0.1; PLK1 PBD block: -10%; WRN helicase inh: -2%; EPAC1 antag: 4%

What do the screens show for `COc1ccc(/C=N/NC(=O)c2cccc([N+](=O)[O-])c2)cc1OC(=O)c1ccccc1`?
EPAC2 antagonist: -3%; EPAC1 ag: 7%; PI5P4Ka inh: 1; MmCpn inh: 0%; CCT modulator: -1.7; PLK1 PBD block: -2%; WRN helicase inh: -6%; EPAC1 antag: -3%

Results for CCOC(=O)c1sc(SC)c2c1CCC/C2=N/OC ?
EPAC2 antagonist: 4%; EPAC1 ag: 1%; PI5P4Ka inh: -6; MmCpn inh: 0%; CCT modulator: 0.4; PLK1 PBD block: 5%; WRN helicase inh: -15%; EPAC1 antag: -1%

3 compounds picked at random from the list so far:
What do the screens show for `OCc1ccccc1OCCOc1ccc(Cl)c2cccnc12`?
EPAC2 antagonist: -2%; EPAC1 ag: 14%; MmCpn inh: 0%; CCT modulator: -0.8; PLK1 PBD block: -2%; WRN helicase inh: 3%; EPAC1 antag: 0%

What do the screens show for `Cc1nn(CC(=O)NCc2ccc(C(=O)O)cc2)c(C)c1[N+](=O)[O-]`?
EPAC2 antagonist: 18%; EPAC1 ag: -8%; PI5P4Ka inh: 0; MmCpn inh: -3%; CCT modulator: 4.3; PLK1 PBD block: -8%; WRN helicase inh: -6%; EPAC1 antag: 6%

How did COCCCN1C(=O)c2ccc(C(=O)Nc3ccccc3Cl)cc2C1=O do in these assays?
EPAC2 antagonist: -9%; EPAC1 ag: -3%; PI5P4Ka inh: 3; MmCpn inh: 1%; CCT modulator: 0.3; PLK1 PBD block: 4%; WRN helicase inh: 5%; EPAC1 antag: 3%

Other results follow:
What do the screens show for `COC(=O)c1ccccc1NC(=O)c1ccc(COc2cc(C)cc(C)c2)o1`?
EPAC2 antagonist: -2%; EPAC1 ag: 12%; PI5P4Ka inh: 3; MmCpn inh: 1%; CCT modulator: -1.3; PLK1 PBD block: -4%; WRN helicase inh: 0%; EPAC1 antag: 3%

What do the screens show for `COC(=O)CN1C(c2cccc(Cl)c2)=Nc2ccc(Cl)cc2C1c1ccccc1` (stereo not given)?
EPAC2 antagonist: -5%; EPAC1 ag: 15%; PI5P4Ka inh: 24; MmCpn inh: -3%; CCT modulator: 0.6; PLK1 PBD block: -2%; WRN helicase inh: -29%; EPAC1 antag: -15%

What do the screens show for `C#CCN1C(=O)S/C(=C\c2ccc(-c3ccc(C(=O)O)cc3C)o2)C1=O`?
EPAC2 antagonist: -10%; EPAC1 ag: -7%; PI5P4Ka inh: -57*; MmCpn inh: -4%; CCT modulator: 1.4; PLK1 PBD block: inconclusive; WRN helicase inh: inconclusive; EPAC1 antag: -14%

How did CCN(CC)CCn1c2c(c(SCC(=O)Nc3ccc4c(c3)OCCO4)nc1=O)CCCC2 do in these assays?
EPAC2 antagonist: 0%; EPAC1 ag: -24%; PI5P4Ka inh: 1; MmCpn inh: 1%; CCT modulator: -7.2; PLK1 PBD block: 0%; WRN helicase inh: 8%; EPAC1 antag: -3%

How did CC(=O)C1=C(O)C(=O)N(c2ccc(O)cc2)C1c1cccc([N+](=O)[O-])c1 (stereo not given) do in these assays?
EPAC2 antagonist: 6%; EPAC1 ag: 10%; PI5P4Ka inh: -5; MmCpn inh: 1%; CCT modulator: -5.6; PLK1 PBD block: -6%; WRN helicase inh: -8%; EPAC1 antag: -7%

How did CC1(C)CC(NCCC(c2ccccc2)c2ccco2)CCO1 (stereo not given) do in these assays?
EPAC2 antagonist: -7%; EPAC1 ag: 6%; PI5P4Ka inh: -1; MmCpn inh: 1%; CCT modulator: 0.8; PLK1 PBD block: 2%; WRN helicase inh: -9%; EPAC1 antag: -3%

How did Cc1ccc(C(=O)N/C(=C\c2cccs2)C(=O)NCCCn2ccnc2)cc1C do in these assays?
EPAC2 antagonist: 0%; EPAC1 ag: 7%; PI5P4Ka inh: -1; MmCpn inh: 0%; CCT modulator: 0.1; PLK1 PBD block: 2%; WRN helicase inh: -3%; EPAC1 antag: 6%

Results for COc1cccc(NC(=O)CSc2nc3c(c(-c4ccco4)c2C#N)CCCC3)c1 ?
EPAC2 antagonist: 4%; EPAC1 ag: 7%; MmCpn inh: 2%; CCT modulator: -3.2; PLK1 PBD block: -7%; WRN helicase inh: 0%; EPAC1 antag: 1%

How did CCC(=O)OC1(C#CCOc2ccc(OC)cc2)CCN(C)CC1 do in these assays?
EPAC2 antagonist: -6%; EPAC1 ag: 11%; MmCpn inh: 2%; CCT modulator: -2.3; PLK1 PBD block: -10%; WRN helicase inh: 2%; EPAC1 antag: -8%

Results for Clc1ccc(C2CC(c3ccco3)n3ncnc3N2)cc1Cl (stereo not given) ?
EPAC2 antagonist: 5%; EPAC1 ag: -11%; PI5P4Ka inh: -2; MmCpn inh: 0%; CCT modulator: 2.8; PLK1 PBD block: -7%; WRN helicase inh: 4%; EPAC1 antag: 11%

How did CN1CCC=C(C(=O)N2c3ccccc3Sc3ccc(Cl)cc32)C1 do in these assays?
EPAC2 antagonist: 5%; EPAC1 ag: 4%; PI5P4Ka inh: -1; MmCpn inh: 1%; CCT modulator: 1.6; PLK1 PBD block: 0%; WRN helicase inh: 6%; EPAC1 antag: 13%

Results for COc1ccc(CCNC(=O)CNS(=O)(=O)c2ccc(F)c(Cl)c2)cc1OC ?
EPAC2 antagonist: -2%; EPAC1 ag: 6%; PI5P4Ka inh: -4; MmCpn inh: 1%; CCT modulator: 0.2; PLK1 PBD block: -4%; WRN helicase inh: -4%; EPAC1 antag: 5%

Results for O=C(Oc1ccccc1)N1CCCC1 ?
EPAC2 antagonist: 7%; EPAC1 ag: 4%; PI5P4Ka inh: 5; MmCpn inh: 2%; CCT modulator: -0.6; PLK1 PBD block: -14%; WRN helicase inh: 3%; EPAC1 antag: 3%

Not all compounds are listed (hit frequency here may not be typical).
